Compound activity (PubChem BioAssay)
SENP1 inh = SENP1 (human) catalytic domain inhibition; Q9P0U3; recombinant SENP1 catalytic domain, CyPet-SUMO1-YPet FRET cleavage; AID 624204; inhibition, % at 10 µM; 360,000 tested, 0.21% active;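 active means inhibition at least 30% at 10 µM, raw YFP signal under a set limit, fluorescence ratio 0.5 to 1.5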;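 further: 0% = enzyme with DMSO and 100% = no enzyme wells; some results filed as inactive read as strong as hits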
Target sequence (Q9P0U3 419-644 limits assumed): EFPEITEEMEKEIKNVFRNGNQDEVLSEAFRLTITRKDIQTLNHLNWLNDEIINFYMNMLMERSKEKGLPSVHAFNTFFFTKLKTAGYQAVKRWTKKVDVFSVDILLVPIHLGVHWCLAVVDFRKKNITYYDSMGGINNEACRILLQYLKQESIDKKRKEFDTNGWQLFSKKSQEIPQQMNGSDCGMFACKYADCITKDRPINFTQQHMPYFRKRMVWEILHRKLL
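Compound: 10 µM single point, 0.5% DMSO; Test system: hSENP1 catalytic domain, recombinant; Timing: 50 min reaction at room temperature; Technique: FRET, CFP and YFP emission; Control set: no-enzyme wells low, DMSO-plus-enzyme wells high control.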
Apaf1 inhib = blocks human Apaf-1 apoptosome activity; O14727; reconstituted apoptosome caspase-3 activity, DEVD-Rh110 fluorescence; inhibition, % at 20 µM; 330,000 tested, 0.71% active; active means inhibition of at least 40% at 20 µM;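 further: plate controls were DMSO wells for no effect and DEVD-CHO caspase inhibitor wells for full effect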
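System: Apoptosome proteins | Medium: Hepes pH 7.5 with detergent and BSA | Also added: Cytochrome c trigger plus (Z-DEVD)2-Rh110 caspase-3 substrate | Incubation: 30 min compound preincubation, 50 min activation, room temperature | Detection: Rhodamine 110 fluorescence at Ex 480/Em 540 nm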
SENP6 block = blocks the human protease SENP6; Q9GZR1; Recombinant SENP6 catalytic domain, aminoluciferin luminescence; inhibition, % at 10 µM; 330,000 tested, 1.8% active;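 active means inhibition above about 50% at the single tested dose, limit read from the data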;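 further: plate controls were DMSO wells with enzyme for no effect and DMSO wells lacking enzyme for full effect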
UBC13 polyUb = inhibitors of human UBC13 polyubiquitin chain formation; P61088; 330,000 tested, 0.47% active; TR-FRET; inhibition, % at 20 µM; in the data active means inhibition above about 45%, passing the limit was not always enough
Target sequence (P61088 whole entry, looked up): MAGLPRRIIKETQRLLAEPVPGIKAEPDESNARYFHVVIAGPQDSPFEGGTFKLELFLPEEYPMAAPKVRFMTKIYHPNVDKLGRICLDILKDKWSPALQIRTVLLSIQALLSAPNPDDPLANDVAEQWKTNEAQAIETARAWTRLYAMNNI
SENP8 block-1 = inhibitors of human SENP8 protease | recombinant SENP8, Nedd8 substrate fluorescence | inhibition, % at 20 µM | 360,000 tested, 0.64% active | AID 602440; in the data active means inhibition mostly above about 40%, no sharp cut-off; inactive means mostly below about 27%
Target sequence (Q96LD8 whole entry, looked up): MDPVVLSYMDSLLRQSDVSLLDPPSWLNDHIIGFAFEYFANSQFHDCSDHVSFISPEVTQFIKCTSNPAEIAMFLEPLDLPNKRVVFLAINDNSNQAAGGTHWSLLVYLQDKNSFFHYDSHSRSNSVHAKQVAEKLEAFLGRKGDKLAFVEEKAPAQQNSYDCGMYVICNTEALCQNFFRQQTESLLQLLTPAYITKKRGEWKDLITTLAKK
SENP8 block-2 = blocks the human protease SENP8; purified SENP8, Z-RLRGG-aminoluciferin cleavage, luminescence; inhibition, % at 10 µM; 330,000 tested, 1.2% active; AID 2540; in the data active means inhibition above about 50%
SENP7 block = SENP7 protease inhibition; Q9BQF6; recombinant SENP7, Z-RLRGG-aminoluciferin luminescence, 40 min; inhibition, % at 5 µM; 330,000 tested, 1.5% active; AID 434973;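 active means inhibition above about 50% at the single test dose, limit read from the data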;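 further: plate controls were DMSO with enzyme for no effect and no enzyme buffer wells for full effect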
Target sequence (Q9BQF6 706-1050 limits assumed): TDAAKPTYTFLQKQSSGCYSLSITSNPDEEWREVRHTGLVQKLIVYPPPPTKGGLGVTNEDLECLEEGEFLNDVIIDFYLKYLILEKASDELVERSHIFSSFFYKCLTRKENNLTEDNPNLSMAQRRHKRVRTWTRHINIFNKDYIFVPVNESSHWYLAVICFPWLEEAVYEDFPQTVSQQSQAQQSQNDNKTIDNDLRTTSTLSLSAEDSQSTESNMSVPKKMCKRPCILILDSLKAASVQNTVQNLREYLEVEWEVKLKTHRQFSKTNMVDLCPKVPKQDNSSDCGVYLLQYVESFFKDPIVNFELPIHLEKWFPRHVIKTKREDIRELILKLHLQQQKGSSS
APOBEC3G inh = APOBEC3G (human) deaminase inhibition | recombinant A3G, ssDNA deamination FAM/TAMRA fluorescence | Q9HC16 | inhibition, % at 20 µM | 330,000 tested, 0.28% active | AID 493012;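 active means inhibition of at least 40% at 20 µM, with no more than 30% in the related APOBEC3A deaminase screen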;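 further: plate controls were DMSO wells with A3G for no effect and wells lacking A3G enzyme for full effect; some compounds called inactive have numbers as strong as hits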
* = called active by the depositor; x = not tested or not shown.

The opening five entries, to show the layout:
SMILES	SENP1 inh	Apaf1 inhib	SENP6 block	UBC13 polyUb	SENP8 block-1	SENP8 block-2	SENP7 block	APOBEC3G inh
COc1cc(S(=O)(=O)N2CCN(c3ccccn3)CC2)ccc1Br	-3	11	-5	-4	2	5	4	-6
CN(c1ccccc1)S(=O)(=O)c1cccc(NC(=O)Nc2ccc(Cl)cc2C#N)c1	-2	6	-2	14	-44	1	3	-4
Cc1ccc2c(CN3CCCCC3C)cc(=O)oc2c1 (stereo not drawn)	3	2	-14	0	8	-7	0	-4
CCOc1ccc(-c2ccc3nnc(SCC(=O)NCC4CCCO4)n3n2)cc1 (stereo not drawn)	2	-1	-8	12	-396	-9	-12	-8
NC(=O)CCCn1c(C(=O)c2cc(Cl)c(N)c(Cl)c2)c2ccc(C(F)(F)F)cc2[n+]1[O-]	-1	14	-16	97*	13	-16	6	-4

The whole of this part, previewed entries included:
SMILES	SENP1 inh	Apaf1 inhib	SENP6 block	UBC13 polyUb	SENP8 block-1	SENP8 block-2	SENP7 block	APOBEC3G inh
COc1cc(S(=O)(=O)N2CCN(c3ccccn3)CC2)ccc1Br	-3	11	-5	-4	2	5	4	-6
CN(c1ccccc1)S(=O)(=O)c1cccc(NC(=O)Nc2ccc(Cl)cc2C#N)c1	-2	6	-2	14	-44	1	3	-4
Cc1ccc2c(CN3CCCCC3C)cc(=O)oc2c1 (stereo not drawn)	3	2	-14	0	8	-7	0	-4
CCOc1ccc(-c2ccc3nnc(SCC(=O)NCC4CCCO4)n3n2)cc1 (stereo not drawn)	2	-1	-8	12	-396	-9	-12	-8
NC(=O)CCCn1c(C(=O)c2cc(Cl)c(N)c(Cl)c2)c2ccc(C(F)(F)F)cc2[n+]1[O-]	-1	14	-16	97*	13	-16	6	-4
CC(=O)c1ccc(NS(=O)(=O)c2ccc3ccccc3c2)cc1	0	-4	7	-2	5	-5	7	12
CCN1CCCC1CNC(=O)c1cc2cc(OC)c(OC)cc2[nH]1 (stereo not drawn)	-16	1	-17	-1	-278	-3	3	-5
CCCN(CCC)S(=O)(=O)c1ccc(C(=O)NNC(=O)c2cc(OC)c(OC)c(OC)c2)cc1	-1	-17	-6	6	19	7	-2	-4
O=c1[nH]ncc(NCCc2ccccc2)c1Cl	3	-21	-8	-4	6	7	0	-3
COc1ccc(OC)c(NC(=O)CCn2ccnc2)c1	0	1	-8	0	14	1	-1	-3
COC(=O)c1[nH]c2cccc(Cl)c2c1NC(=O)CN1CCCCC1C (stereo not drawn)	-2	-5	-34	3	-47	5	5	-8
COc1ccc(NC(=O)CSc2nnnn2-c2ccccc2OC)c(OC)c1	1	1	-6	9	4	3	-8	0
Cc1ccc(CN(C)C(=O)CN2C(=O)NC3(CCCc4ccccc43)C2=O)c(C)c1 (stereo not drawn)	-3	-6	3	9	20	-1	1	-8
COCCNC(=O)C(OC(=O)c1nsc(Cl)c1Cl)C(C)C (stereo not drawn)	1	15	18	4	3	14	6	0
CCOC(=O)c1c(NC(=O)CSc2nnc(-c3ccc(Cl)cc3)o2)sc2c1CCC2	-1	-9	-5	-7	17	11	6	-3
CSc1nc2ccc(NS(=O)(=O)c3ccc([N+](=O)[O-])cc3)cc2s1	-1	-7	-24	0	27	1	2	-7
CCOC(=O)c1c(-c2cccs2)csc1NC(=O)CN1CC(C)OC(C)C1 (stereo not drawn)	0	30	-6	6	-28	8	3	4
CC(C)[N+](C)(C)CC#CC(O)(c1ccccc1)c1ccccc1	0	-14	5	3	12	6	6	26
COc1ccc(CNC(=O)CSc2nn3c(=O)c(C(C)(C)C)nnc3s2)cc1OC	-1	-8	-1	5	-5	3	8	-3
CCOc1ccc(NC(=O)CCc2nnc3ccc(N4CCN(C)CC4)nn23)cc1	2	-7	-13	-7	-8	-6	-14	3
CC1CCN(S(=O)(=O)c2cccc(C(=O)N3CCN(c4ccc(F)cc4)CC3)c2)CC1	0	21	-6	-5	8	7	8	-1
Cc1ccccc1-n1nc(-c2cccnc2)cc1C(=O)N/N=C/c1ccncc1	3	13	-17	-2	12	-14	-2	-13
O=S(=O)(c1cccs1)N1CCN(CC(O)COc2cccc(Br)c2)CC1 (stereo not drawn)	-1	9	0	10	11	2	0	-8
O=C(CCN1CCN(c2ccccc2)CC1)NNC(=O)c1cccc2ccccc12	-1	11	-9	-5	-14	0	2	-7
CCC(C(=O)NCc1ccccc1OC)n1nc(C)n2c(cc3occc32)c1=O (stereo not drawn)	-6	6	2	9	-6	2	-3	-2

Profiles from above.
Listed for O=S(=O)(c1cccs1)N1CCN(CC(O)COc2cccc(Br)c2)CC1 (stereo not drawn) : SENP1 inh: -1; Apaf1 inhib: 9; SENP6 block: 0; UBC13 polyUb: 10; SENP8 block-1: 11; SENP8 block-2: 2; SENP7 block: 0; APOBEC3G inh: -8
Listed for COc1ccc(NC(=O)CSc2nnnn2-c2ccccc2OC)c(OC)c1 : SENP1 inh: 1; Apaf1 inhib: 1; SENP6 block: -6; UBC13 polyUb: 9; SENP8 block-1: 4; SENP8 block-2: 3; SENP7 block: -8; APOBEC3G inh: 0

Continued.
SMILES	SENP1 inh	Apaf1 inhib	SENP6 block	UBC13 polyUb	SENP8 block-1	SENP8 block-2	SENP7 block	APOBEC3G inh
COc1cc(CNc2ccc(N3CCCC3)cc2)cc(Cl)c1OC	-38	34	8	-10	-428	10	9	8
Cc1ccc(-c2nnn3c2nc(NCCc2ccc(S(N)(=O)=O)cc2)c2ccccc23)cc1	-26	-9	1	1	-294	8	7	-3
O=c1c(-c2nc3ccccc3s2)cccn1Cc1ccc(Cl)c(Cl)c1	-126	9	9	34	-230	3	2	-11
Cc1ccc2cccc(OCc3cccc([N+](=O)[O-])c3)c2n1	1	7	11	-1	14	-6	2	-3
COC(=O)C(Cc1ccc(O)cc1)NC(=O)c1ccccc1OC (stereo not drawn)	1	-3	-16	6	7	-19	1	-3
Cc1cc(C)c(OCCCNCc2ccccc2)c(Br)c1	0	19	5	20	11	6	6	-3
Cc1ccccc1Nc1c(-c2cccnc2)nc2ccccn12	2	0	-18	0	-426	-6	-3	-7
NC(=S)N/N=C/c1ccccc1O	-90	-9	6	14	-227	-2	5	-4
CCc1ccc2oc(C(=O)NCCc3ccc(S(N)(=O)=O)cc3)cc(=O)c2c1	6	0	15	4	9	2	5	-4
Cc1ccc(N2CC(C(=O)Nc3ccncc3)CC2=O)cc1 (stereo not drawn)	2	1	-3	4	4	-7	5	-1
O=C(c1ccc(Cn2cc(Br)cn2)cc1)N1CCN(c2ccccc2)CC1	-5	6	-1	9	18	-6	-5	-3
COc1cc([N+](=O)[O-])ccc1NC(=S)N1CCN(c2ccccn2)CC1	0	5	-9	-8	20	2	-6	-5
O=C(CSc1nnc(-c2ccccc2)o1)NC(=O)Cc1ccccc1	-1	-4	0	4	5	0	3	-3
O=C(NC(=O)N1CCN(c2ccc([N+](=O)[O-])cn2)CC1)c1c(Cl)cccc1Cl	x	-13	-9	-1	x	-8	-1	-1
C[C@H]1CCC(=O)N([C@H](CSc2ccc(Br)cc2)Cc2ccccc2)CC1	0	20	-4	5	2	5	1	-8
Cc1ccc(-n2ncc3c(=O)n(CC(=O)N4CCN(C(=O)c5ccco5)CC4)cnc32)cc1	-4	-6	-7	20	-16	9	1	-8
COCCNC(=O)c1ccccc1-c1nc(-c2ccccc2Cl)no1	1	6	-14	0	5	-4	-6	-3
COc1cc2c(cc1OC)C(c1cccs1)N(C(=O)c1ccncc1)CC2 (stereo not drawn)	3	0	1	4	-7	4	3	-7
NC(=O)C(C(=O)/C=C/c1ccc(Cl)cc1)=C1SCCS1	2	-7	-21	-15	25	-4	8	-3
Cc1ccc(NC(=O)/C=C/c2ccc([N+](=O)[O-])s2)cc1	-22	-2	7	-1	20	-2	0	-2
COc1ccc2cc(CCN3C(=O)c4ccccc4C3=O)c(=O)[nH]c2c1	2	8	3	9	-8	4	3	6
CCNc1cc2n(c(=O)n1)CCc1cc(OC)c(OC)cc1-2	-16	-22	-37	14	-284	-2	5	-1
COc1ccc(CNC(=O)C2=CC(c3ccc(OC)cc3)=NS(=O)(=O)N2C)cc1	0	9	-10	-11	-231	2	0	3
COc1ccc(C2SCCN2S(=O)(=O)c2ccc(F)cc2)cc1OC (stereo not drawn)	-1	-18	5	5	11	7	-5	-6
Cc1cccc(C)c1N1CCN(c2ccc3nnc(C(F)(F)F)n3n2)CC1	-3	17	-17	8	18	-2	11	-6

Other entries
SMILES	SENP1 inh	Apaf1 inhib	SENP6 block	UBC13 polyUb	SENP8 block-1	SENP8 block-2	SENP7 block	APOBEC3G inh
COc1ccccc1S(=O)(=O)Cc1ccc(C(=O)NCc2cccs2)o1	-1	0	-16	0	15	-13	-7	-6
CC(C)CN(C(=O)CN1CCN(S(=O)(=O)c2ccccc2)CC1)c1c(N)n(CC(C)C)c(=O)[nH]c1=O	0	-2	-19	-3	5	-7	-6	-2
CC(=O)N(C(C)=O)c1cccc2c(N(C(C)=O)C(C)=O)cccc12	1	-9	-7	-9	12	-5	3	1
CCc1ccc(NC(=O)CCc2c(C)nn(-c3ccc(N4CCOCC4)nn3)c2C)cc1	1	11	-4	-8	-24	0	1	4
Cn1c(N)c(S(=O)(=O)N2CCN(c3ccccc3)CC2)c(=O)n(C)c1=O	-2	-19	3	-4	-2	5	8	-7
CCS(=O)(=O)N1CCN(CC(=O)NC2CCCCC2)CC1	2	7	2	-3	7	1	0	-2
O=C(NNC(=O)c1ccc[nH]1)Nc1cccc(C(F)(F)F)c1	0	-25	-11	1	-4	3	3	-5
S=C1NCN(Cc2cccnc2)CN1Cc1ccccc1	1	-1	-18	-1	18	-11	-7	-8
CN1CCN(P(=O)(c2ccccc2)c2nc3ccccc3s2)CC1 (stereo not drawn)	1	-20	-3	3	4	2	9	1
O=C(NC1CCCCCCC1)c1ccc2c(c1)OCO2	-1	2	1	6	17	13	41	-3
Cc1cc(OCCOc2cccc3cccnc23)c(C)cc1Cl	2	9	-10	8	-118	1	4	-8
Cc1nn(-c2ccccc2)c(C)c1NC(=O)COc1ccc(Cl)cc1Cl	2	20	-12	-6	-1	3	12	3
Cc1ccc(NC(=O)Nc2ncnc3nc[nH]c23)cc1	2	-21	3	5	20	-5	3	-7

With a hit mark in UBC13 polyUb, among the entries above:
molecule,SENP1 inh,SENP6 block,UBC13 polyUb,SENP8 block-1,SENP8 block-2,SENP7 block,APOBEC3G inh
NC(=O)CCCn1c(C(=O)c2cc(Cl)c(N)c(Cl)c2)c2ccc(C(F)(F)F)cc2[n+]1[O-],-1,-16,97*,13,-16,6,-4
